Bioassay records deposited in PubChem by several laboratories.
Hep lipid drop – inhibitors of hepatocyte lipid droplet formation, primary screen, imaging, high-throughput imaging, BODIPY stain; AML12 mouse hepatocytes, oleate lipid droplets; AID 1656, 2009; inhibition, % at 6.5 µM; actives 0.4% (n = 240,000);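 active means lipid droplet intensity inhibited by at least 50%, with more than 500 cells counted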
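Assay system: AML12 mouse liver cells | Compound dosing: One dose, 6.5 µM compound | Read-out basis: Droplet intensity reduction, % inhibition | Measured by: Fluorescence imaging, 20x objective, two fields per well | Schedule: Overnight treatment with compound plus oleate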
MT stabilizer – microtubule stabilizers in HeLa cells, primary screen, imaging, high-content imaging; HeLa tubulin immunostaining HCS, 24 h; share of cells brighter than vehicle mean+2SD; % tubulin-high responders, % at 10 µM; AID 2205, 2009; actives 0.83% (n = 200,000);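 active means plate Z-score above 3 for both tubulin-high and condensed-nucleus cell shares, with cell loss under 80%, at 10 µM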;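 further: anti alpha tubulin signal scored within the nucleus-defined area of each cell; some results filed as inactive read as strong as hits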
WT yeast gro inh – growth inhibition of WT strain, primary screen, mitochondrial fusion inhibitor project, WT and mutant strains, chemical genetic | mitochondrial fusion phenotypic screen | inhibition, % at 10 µM | actives 2.1% (n = 190,000) | AID 1362, 2008; in the data active means inhibition above about 58%; tested in S. cerevisiae
Ins promoter up – insulin promoter activators in MIN6 cells, imaging, high-content screening, mouse beta cells | MIN6 insulin promoter-GFP reporter; hits give high values | z-score at 5 µM | actives 0.3% (n = 190,000) | AID 1625, 2009;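 active means z-score above 3 at 5 µM with at least 500 cells counted in the well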
Dynein cargo inh – inhibitors of GR-EGFP nuclear translocation, primary screen, dynein cargo transport inhibitor project, imaging, high-content, 3617.4 mouse cells. z-score, hits read low. actives 0.47% (n = 220,000). test concentration mostly 20 µM; stimulated with dexamethasone, 1 µM; hits give low values;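 active means plate z-score of nuclear minus cytoplasmic receptor signal below a set negative limit, without overly bright fluorescence or cell loss, cut at about -3.5 in these data, passing the limit was not always enough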;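 further: z-score of nuclear minus cytoplasmic ring GR-EGFP intensity difference per well; some compounds called inactive have numbers as strong as hits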
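Buffer or medium: tet-free, stripped-serum medium; Also added: dexamethasone, 1.0 µM final; Technique: high-content fluorescence imaging after fixation; Times: 48 h induction, 1 h compound, 30 min dex at 37 °C; Read-out: per-cell GR-EGFP intensity, nucleus versus surrounding cytoplasmic ring, well-averaged.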
HEK293 NOD2/NF-kB – NOD2 signaling inhibitors, cell-based, luminescence, uHTS, HEK293 (AID 1566). actives 0.63% (n = 290,000). one-dose inhibition, % at 4 µM; EC50 in µM for titrated hits. HEK293 NOD2/NF-kB luciferase reporter, luminescence; higher % means a stronger effect; in the data active means inhibition above about 50%; further: many of its hits are not listed in these tables
b-catenin transl – modulators of beta-catenin nuclear translocation, primary screen, imaging, HeLa cells, immunofluorescence, high-content; actives 0.3% (n = 190,000); nuclear translocation activity, % at 5 µM;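 active means nuclear translocation activity above 50% at 5 µM, with a well cell count of 50 or more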;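 further: per-cell ratio of nuclear to cytoplasmic median beta-catenin stain intensity; plate controls were DMSO negative control for no effect and GSK-3 inhibitor IX positive control for full effect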
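Test system: human HeLa cells, endogenous beta-catenin. Times: 24 h compound exposure, 37°C. Measured by: beta-catenin immunofluorescence imaging with DAPI.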
Autophagy HCS – autophagy modulators in MEF cells, primary screen, imaging, high-content, MEF GFP-LC3; AID 463193, 2010; actives 0.98% (n = 190,000); MEF GFP-LC3 puncta imaging; test concentration mostly 10 µM; calls only at 10 µM (by protocol);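 active means percentage of spot-positive cells more than 3 SD above its plate mean, without a fluorescence outlier flag or 80% toxicity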;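 further: spot-positive cell cutoff set from DMSO-treated cells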
Yfh1-off respiration – enhancers of respiration in Yfh1-depleted yeast, dose response, Friedreich's ataxia, plus single-dose screen (AID 1465); one-dose fold induction at 50 µM; EC50 in µM for titrated hits; actives 0.074% (n = 220,000); S. cerevisiae Yfh1-off respiration, WST-1 reduction, 72 h; higher fold induction means a stronger effect;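 active means fold induction of absorbance versus untreated yeast above a set limit, then at least 30% activation at any dose in follow-up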;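 further: activators that raise dye reduction in frataxin-depleted yeast; strong numbers were not always called active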
WT yeast gro inh mutant strain – further read-out of WT yeast gro inh, marked with its call; inhibition, %; mitochondrial fusion phenotypic screen, mutant strain inhibition
Dynein cargo inh cytoplasmic EGFP – recorded beside Dynein cargo inh, whose call it bears; z-score; measured here: cytoplasmic GR-EGFP intensity; hits give high values
Dynein cargo inh nuclear GR-EGFP – recorded beside Dynein cargo inh, whose call it bears; z-score; measured here: nuclear GR-EGFP intensity;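 lower value marks the stronger effect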
Dynein cargo inh cell count – also measured in Dynein cargo inh; calls as there; z-score; measured here: cell count per field
Ins promoter up cell count – also measured in Ins promoter up; calls as there; cell count; measured here: cytotoxicity, nuclei count;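 total cells summed across four imaged fields per well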
Hep lipid drop cells 6.5 µM – further read-out of Hep lipid drop, marked with its call; cell count; measured here: cell count, cytotoxicity flag;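 cells counted across two imaged fields per well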
b-catenin transl cell count 5 µM – second read-out of b-catenin transl, no call of its own (marks repeat the call); cell count; measured here: cell count, cytotoxicity flag
MT stabilizer Hoechst-high % – second read-out of MT stabilizer, no call of its own (marks repeat the call); % Hoechst-high responders; measured here: nuclear condensation Hoechst responders;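 share of cells brighter than vehicle mean plus two SD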
MT stabilizer cytotoxicity % – recorded beside MT stabilizer, whose call it bears; toxicity, %; measured here: cytotoxicity by cell density;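 0% = mean cell density of plate MIN control wells and 100% = no cells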
Autophagy HCS cell loss 18 h – also measured in Autophagy HCS; calls as there; toxicity, %; measured here: cell loss, nuclei count;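 cell loss after 18 h compound exposure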
An asterisk follows results filed as active. Not all compounds are listed; rates above refer to the full screens.

`Cc1cc(C)cc(Nc2ncc3c(n2)CCCC3=O)c1` gave MT stabilizer 6.0, WT yeast gro inh -4.7, Ins promoter up -0.04, Dynein cargo inh -0.961, HEK293 NOD2/NF-kB -65.7%, b-catenin transl -7.2, Autophagy HCS inactive, Yfh1-off respiration inactive, WT yeast gro inh mutant strain 21.6, Dynein cargo inh cytoplasmic EGFP -0.284, Dynein cargo inh nuclear GR-EGFP -0.323, Dynein cargo inh cell count 0.467, Ins promoter up cell count 1139, b-catenin transl cell count 5 µM 910, MT stabilizer Hoechst-high % 2.7, MT stabilizer cytotoxicity % 5.1 and Autophagy HCS cell loss 18 h -19.2.
`COc1ccc2[nH]cc(CC(=O)O)c2c1` gave Hep lipid drop -36.2, MT stabilizer 1.7, WT yeast gro inh -21.1, Ins promoter up 0.61, Dynein cargo inh 0.801, HEK293 NOD2/NF-kB -13.7%, b-catenin transl 0.7, Autophagy HCS inactive, Yfh1-off respiration inactive, WT yeast gro inh mutant strain -3.0, Dynein cargo inh cytoplasmic EGFP -0.237, Dynein cargo inh nuclear GR-EGFP 0.949, Dynein cargo inh cell count -0.0265, Ins promoter up cell count 1252, Hep lipid drop cells 6.5 µM 695, b-catenin transl cell count 5 µM 515, MT stabilizer Hoechst-high % 3.1, MT stabilizer cytotoxicity % 8.4 and Autophagy HCS cell loss 18 h 17.1.
O=C(C1CCN(c2ncnc3c2sc2cccc(F)c23)CC1)N1CCCC1 was read as Hep lipid drop 1.1, Dynein cargo inh 0.811, HEK293 NOD2/NF-kB -8.8%, b-catenin transl -0.8, Yfh1-off respiration inactive, Dynein cargo inh cytoplasmic EGFP -0.137, Dynein cargo inh nuclear GR-EGFP 0.665, Dynein cargo inh cell count -1.55, Hep lipid drop cells 6.5 µM 691 and b-catenin transl cell count 5 µM 1449.
Screening CCS(=O)(=O)c1ccc(O)c(NC(=O)CCCC(=O)O)c1 returned Hep lipid drop 0.7, Ins promoter up 1, Dynein cargo inh 2.45, HEK293 NOD2/NF-kB 2.6%, b-catenin transl 0.2, Yfh1-off respiration inactive, Dynein cargo inh cytoplasmic EGFP -0.206, Dynein cargo inh nuclear GR-EGFP 1.76, Dynein cargo inh cell count -1.42, Ins promoter up cell count 958, Hep lipid drop cells 6.5 µM 729 and b-catenin transl cell count 5 µM 1272.
`O=S(=O)(Nc1ccc(C(F)(F)F)cn1)c1ccccc1` gave Hep lipid drop 32.5, Ins promoter up 1.21, Dynein cargo inh -1.41, HEK293 NOD2/NF-kB 0.0%, b-catenin transl 1.2, Yfh1-off respiration inactive, Dynein cargo inh cytoplasmic EGFP -0.305, Dynein cargo inh nuclear GR-EGFP -0.499, Dynein cargo inh cell count 1.39, Ins promoter up cell count 1052, Hep lipid drop cells 6.5 µM 734 and b-catenin transl cell count 5 µM 1264.
`COc1ccc(-c2nc(CS(=O)(=O)CC(=O)Nc3ccc(Cl)cc3)c(C)o2)cc1` gave Hep lipid drop -11.8, MT stabilizer 4.0, WT yeast gro inh 4.2, Ins promoter up -0.38, Dynein cargo inh 0.12, HEK293 NOD2/NF-kB -5.7%, b-catenin transl -0.4, Autophagy HCS inactive, Yfh1-off respiration inactive, WT yeast gro inh mutant strain -4.0, Dynein cargo inh cytoplasmic EGFP -0.215, Dynein cargo inh nuclear GR-EGFP 0.256, Dynein cargo inh cell count 0.22, Ins promoter up cell count 1536, Hep lipid drop cells 6.5 µM 469, b-catenin transl cell count 5 µM 917, MT stabilizer Hoechst-high % 2.3, MT stabilizer cytotoxicity % 12.4 and Autophagy HCS cell loss 18 h -10.6.
CCN(c1cccc(C(F)(F)F)c1)S(=O)(=O)c1ccc2c(c1)CCN2C(=O)C1CC1 was read as Hep lipid drop -32.7, MT stabilizer 2.1, WT yeast gro inh 55.8, Ins promoter up -0.25, Dynein cargo inh 0.236, HEK293 NOD2/NF-kB 12.1%, b-catenin transl 1.5, Autophagy HCS inactive, Yfh1-off respiration inactive, WT yeast gro inh mutant strain -2.9, Dynein cargo inh cytoplasmic EGFP -0.246, Dynein cargo inh nuclear GR-EGFP 0.352, Dynein cargo inh cell count -0.871, Ins promoter up cell count 1915, Hep lipid drop cells 6.5 µM 645, b-catenin transl cell count 5 µM 1024, MT stabilizer Hoechst-high % 2.2, MT stabilizer cytotoxicity % 2.3 and Autophagy HCS cell loss 18 h 11.3.
CCOC(=O)Cc1cnc(NC(=O)CSc2nc(N)cc(N)n2)s1 was read as Hep lipid drop 1.5, MT stabilizer 3.7, WT yeast gro inh 1.2, Ins promoter up 0.08, Dynein cargo inh -0.956, HEK293 NOD2/NF-kB 8.1%, b-catenin transl -0.8, Autophagy HCS inactive, Yfh1-off respiration inactive, WT yeast gro inh mutant strain -4.9, Dynein cargo inh cytoplasmic EGFP -0.189, Dynein cargo inh nuclear GR-EGFP -0.697, Dynein cargo inh cell count 0.418, Ins promoter up cell count 1235, Hep lipid drop cells 6.5 µM 678, b-catenin transl cell count 5 µM 1080, MT stabilizer Hoechst-high % 2.3, MT stabilizer cytotoxicity % 11.1 and Autophagy HCS cell loss 18 h 9.5.
Screening NCCCCCNC(=O)/C=N\O returned MT stabilizer 1.9, WT yeast gro inh -14.8, Ins promoter up 0.23, Dynein cargo inh 0.489, HEK293 NOD2/NF-kB -3.7%, b-catenin transl -1.7, Autophagy HCS inactive, Yfh1-off respiration inactive, WT yeast gro inh mutant strain 8.9, Dynein cargo inh cytoplasmic EGFP -0.183, Dynein cargo inh nuclear GR-EGFP 0.382, Dynein cargo inh cell count -0.223, Ins promoter up cell count 1583, b-catenin transl cell count 5 µM 906, MT stabilizer Hoechst-high % 2.4, MT stabilizer cytotoxicity % 10.0 and Autophagy HCS cell loss 18 h -0.9.
`COc1ccc(Cl)cc1NC(=O)CN(C)Cc1ccc(OC)c(OC)c1` gave Hep lipid drop -3.6, MT stabilizer 1.1, WT yeast gro inh 13.3, Ins promoter up -0.43, Dynein cargo inh 0.33, HEK293 NOD2/NF-kB 0.4%, b-catenin transl -1.9, Autophagy HCS inactive, Yfh1-off respiration inactive, WT yeast gro inh mutant strain 10.6, Dynein cargo inh cytoplasmic EGFP -0.158, Dynein cargo inh nuclear GR-EGFP 0.498, Dynein cargo inh cell count -1.05, Ins promoter up cell count 1106, Hep lipid drop cells 6.5 µM 708, b-catenin transl cell count 5 µM 1066, MT stabilizer Hoechst-high % 0.6, MT stabilizer cytotoxicity % 2.2 and Autophagy HCS cell loss 18 h -11.3.
O=C(Nc1ccccc1C(=O)N1CCOCC1)c1noc2c1CCCC2 was read as Hep lipid drop -13.4, MT stabilizer 2.9, WT yeast gro inh -12.6, Ins promoter up -0.35, Dynein cargo inh -0.484, HEK293 NOD2/NF-kB -2.7%, b-catenin transl -0.9, Autophagy HCS inactive, Yfh1-off respiration inactive, WT yeast gro inh mutant strain -3.6, Dynein cargo inh cytoplasmic EGFP -0.214, Dynein cargo inh nuclear GR-EGFP -0.878, Dynein cargo inh cell count 1.76, Ins promoter up cell count 1268, Hep lipid drop cells 6.5 µM 763, b-catenin transl cell count 5 µM 927, MT stabilizer Hoechst-high % 1.4, MT stabilizer cytotoxicity % 5.3 and Autophagy HCS cell loss 18 h -4.0.
COc1ccc(-c2[nH]ncc2CN2CCN(Cc3cccs3)CC2)c(F)c1 was read as Hep lipid drop 7.2, MT stabilizer 0.8, WT yeast gro inh -19.5, Ins promoter up -0.1, Dynein cargo inh 0.288, HEK293 NOD2/NF-kB 13.3%, b-catenin transl 0.1, Autophagy HCS inactive, Yfh1-off respiration inactive, WT yeast gro inh mutant strain 7.9, Dynein cargo inh cytoplasmic EGFP -0.343, Dynein cargo inh nuclear GR-EGFP 0.0192, Dynein cargo inh cell count 0.771, Ins promoter up cell count 1508, Hep lipid drop cells 6.5 µM 697, b-catenin transl cell count 5 µM 999, MT stabilizer Hoechst-high % 1.4, MT stabilizer cytotoxicity % 1.2 and Autophagy HCS cell loss 18 h 3.5.
For Nc1cc(=O)[nH]c(SCC(=O)Nc2ccc(S(=O)(=O)N3CCCCC3)cc2)n1 the results were Hep lipid drop -2.5, MT stabilizer 3.3, WT yeast gro inh -7.5, Ins promoter up 0.57, Dynein cargo inh -0.572, HEK293 NOD2/NF-kB 10.7%, b-catenin transl -1.2, Autophagy HCS inactive, Yfh1-off respiration inactive, WT yeast gro inh mutant strain -7.9, Dynein cargo inh cytoplasmic EGFP -0.281, Dynein cargo inh nuclear GR-EGFP 0.0667, Dynein cargo inh cell count 0.74, Ins promoter up cell count 1356, Hep lipid drop cells 6.5 µM 658, b-catenin transl cell count 5 µM 1007, MT stabilizer Hoechst-high % 1.9, MT stabilizer cytotoxicity % 4.7 and Autophagy HCS cell loss 18 h 14.5.
`C/C(=C1/C(=O)N(c2ccc([N+](=O)[O-])cc2)N=C1c1ccccc1)N(C)C` gave MT stabilizer 3.3, WT yeast gro inh 9.9, Ins promoter up -0.4, Dynein cargo inh 0.148, HEK293 NOD2/NF-kB -13.0%, b-catenin transl 1.9, Autophagy HCS inactive, Yfh1-off respiration inactive, WT yeast gro inh mutant strain 11.2, Dynein cargo inh cytoplasmic EGFP -0.223, Dynein cargo inh nuclear GR-EGFP 0.549, Dynein cargo inh cell count 1.01, Ins promoter up cell count 1524, b-catenin transl cell count 5 µM 1306, MT stabilizer Hoechst-high % 1.3, MT stabilizer cytotoxicity % 4.6 and Autophagy HCS cell loss 18 h -15.4.
